MITF inh = inhibitors of human MITF; O75030; AlphaScreen MITF homodimerization, bead proximity signal; inhibition, % at 2.6 µM; 650,000 tested, 0.91% active; in the data active = inhibition above about 50%;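 also: 0% = vehicle wells with protein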
FBW7 act = human FBW7 E3 ligase activation, primary screen; 650,000 tested, 0.13% active; normalized activity (activation), % at 26.1 µM; AID 1259310; AlphaScreen FBW7–phospho-cyclin E peptide binding, activator screen; in the data active = normalized activity above about 1.9%;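 also: purified mutant Fbw7 with reduced substrate affinity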
Target sequence (Q969H0 whole entry, looked up): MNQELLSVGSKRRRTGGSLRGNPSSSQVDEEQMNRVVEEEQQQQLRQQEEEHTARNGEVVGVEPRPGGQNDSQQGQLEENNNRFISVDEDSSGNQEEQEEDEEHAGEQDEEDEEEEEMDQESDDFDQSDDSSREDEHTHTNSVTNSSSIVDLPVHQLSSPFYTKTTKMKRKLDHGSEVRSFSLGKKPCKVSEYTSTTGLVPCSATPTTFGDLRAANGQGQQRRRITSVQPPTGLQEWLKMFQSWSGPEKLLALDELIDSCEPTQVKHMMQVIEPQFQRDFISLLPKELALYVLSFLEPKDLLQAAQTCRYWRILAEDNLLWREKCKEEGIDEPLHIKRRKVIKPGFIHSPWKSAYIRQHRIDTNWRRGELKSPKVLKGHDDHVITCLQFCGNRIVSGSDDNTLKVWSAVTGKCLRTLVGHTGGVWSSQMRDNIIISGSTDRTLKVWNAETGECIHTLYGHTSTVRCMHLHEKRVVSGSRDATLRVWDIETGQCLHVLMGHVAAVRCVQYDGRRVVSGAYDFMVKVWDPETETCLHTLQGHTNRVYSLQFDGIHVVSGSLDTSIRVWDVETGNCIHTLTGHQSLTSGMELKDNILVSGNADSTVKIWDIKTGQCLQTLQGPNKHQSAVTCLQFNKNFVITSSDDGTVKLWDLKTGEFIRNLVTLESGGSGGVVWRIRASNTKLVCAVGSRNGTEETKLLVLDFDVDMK
TEAD-YAP block = TEAD-YAP interaction inhibition | inhibition, % at 9.12 µM | 640,000 tested, 1.4% active | AID 1259422 | HEK-TIYL cells, TEAD-Gal4/YAP UAS-luciferase luminescence; in the data active = inhibition above about 32%;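 also: 0% = median of test compound wells and 100% = reference inhibitor wells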
GPR151 activ = activators of human GPR151; 650,000 tested, 1% active; AID 1508602; activation, % at 11.2 µM; PathHunter beta-arrestin GPR151 cells, luminescence; Q8TDV0; in the data active = activation above about 4.9%;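 also: 0% = median of compound wells and 100% = cells with positive control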
An asterisk follows results filed as active.

Under each structure: MITF inh, FBW7 act, TEAD-YAP block, GPR151 activ
O=C(NCCCn1cccn1)c1ccc(OC2CCN(Cc3ccccn3)CC2)cc1
  7, 0.0, 4, 0.6
Cc1ccc(NC(=O)CSc2nc3nc(C)c(Cc4ccc(F)cc4Cl)c(C)n3n2)cc1
  -7, -0.1, 3, 2.9
CCOc1ccc(C(=O)C2CCN(CC(=O)Nc3ccc([N+](=O)[O-])cc3OC)CC2)cc1
  7, 0.0, 8, 0.4
CCc1c(C)c(C#N)c2nc3ccccc3n2c1Nc1ccncc1
  17, 0.2, 9, 0.5
CCC1=NN(C(=O)Cc2ccccc2)C(O)(c2ccc(OC)cc2)C1 (stereo not given)
  14, 0.0, -15, -0.5
CC(=O)n1cc(C(=O)c2cc(Cl)ccc2O)cn1
  6, 0.1, 6, 0.8
CN1CCN(c2nc3ccc(NC(=O)c4cc5ccccc5o4)cc3s2)CC1
  -3, -0.1, -63, 2.6
COc1ccc(C(=O)Nc2sc(-c3ccccc3)cc2C(N)=O)cc1
  6, 0.1, 0, 3.8
O=C(COc1ccccc1)Nc1ccc(-c2nc3ccccc3s2)c(O)c1
  5, 0.0, 25, -0.6
Cc1cc2ncn(S(=O)(=O)N3CCCCC3)c2cc1C
  11, 0.1, 4, 0.6
O=C1Nc2ccc(C(=O)O)c3c(C(=O)O)ccc1c23
  12, 0.0, -6, 0.9
CCCC/C(C)=N/NC(=O)C(O)c1ccccc1 (stereo not given)
  -16, 1.0, 3, -0.3
CCCN(CCC)C(=O)c1c(NC(=O)c2cccc(C)c2)sc2c1CCC2
  12, 0.1, 3, 0.4
CCOc1ccccc1NC(=O)CSc1ncnc2c1cnn2-c1ccccc1
  3, -0.1, -2, 1.8
COCCNC(=O)c1ccc(C)c(S(=O)(=O)Nc2ccc(C)cc2)c1
  -1, -0.1, 3, 1.0
CCC(C)NC(=O)CN1C(=O)N(c2ccc(C)c(C)c2)S(=O)(=O)c2ccccc21 (stereo not given)
  17, 0.1, 6, -1.1
Cc1c(C=C(C#N)C#N)c(=O)n2c([nH]c3ccccc32)c1C#N
  4, 0.2, -3, 1.4
NC(=O)COc1ccc(NC(=O)c2cncc(Br)c2)cc1
  -1, -0.3, -13, 6.1*
Cc1ccccc1NC(=S)N(CCCN1CCN(C)CC1)Cc1ccco1
  7, -0.1, 12, 1.1
COc1cc2c(C(=O)N3CCN(C)CC3)c(C)oc2cc1Br
  2, -0.1, -3, 1.5
CC(=O)Oc1ccccc1-c1nc2s/c(=C/c3ccc(-c4ccccc4[N+](=O)[O-])o3)c(=O)n2n1
  2, 0.0, -11, -0.5
CCCCOC(=O)C1C2C=CC3(CN(C(C)c4ccccc4)C(=O)C13)O2 (stereo not given)
  -3, -0.2, -4, -0.5
CC1(C)C(C#N)C(=O)NC(=S)C1C(N)=O (stereo not given)
  10, 0.1, -9, -0.1
O=C(NCCc1ccc(F)cc1)c1cc2ccccc2oc1=O
  11, 0.1, -4, -0.6
C/C(=N\Nc1ccccc1[N+](=O)[O-])c1ccc(Cl)c([N+](=O)[O-])c1
  9, 0.0, -6, 0.5
Cc1ccc(OCC(=O)N(C)c2ccccc2)c(Br)c1
  4, 0.2, -47, -0.8
O=C(Nc1ccc(I)cc1)c1sc2cc(Cl)ccc2c1Cl
  7, 0.5, 1, -0.7
O=C(Nc1ccc(S(=O)(=O)N2CCC(c3nc4ccccc4[nH]3)CC2)cc1)C1CCCCC1
  -1, 0.1, 9, 1.0
Cc1cc(C(=O)CSc2ccc3c(c2)OCCO3)c(C)n1C
  -14, -0.2, -69, 0.6
COc1ccc2nc(-c3ccc(C)c(NS(=O)(=O)c4ccccc4F)c3)cn2n1
  -6, -0.2, -34, 3.2

Part of the list above in order of number of heavy atoms, rising.
Under each structure: MITF inh, FBW7 act, TEAD-YAP block, GPR151 activ
CCCC/C(C)=N/NC(=O)C(O)c1ccccc1 (stereo not given)
  -16, 1.0, 3, -0.3
CCCN(CCC)C(=O)c1c(NC(=O)c2cccc(C)c2)sc2c1CCC2
  12, 0.1, 3, 0.4
Cc1ccc(NC(=O)CSc2nc3nc(C)c(Cc4ccc(F)cc4Cl)c(C)n3n2)cc1
  -7, -0.1, 3, 2.9

3 of these compounds in another layout.
canonical_smiles,MITF inh,FBW7 act,TEAD-YAP block,GPR151 activ
CCc1c(C)c(C#N)c2nc3ccccc3n2c1Nc1ccncc1,17,0.2,9,0.5
CC1(C)C(C#N)C(=O)NC(=S)C1C(N)=O (stereo not given),10,0.1,-9,-0.1
Cc1cc2ncn(S(=O)(=O)N3CCCCC3)c2cc1C,11,0.1,4,0.6

Further results follow.
Under each structure: MITF inh, FBW7 act, TEAD-YAP block, GPR151 activ
COc1ccc(NC(=O)CSc2nc3cc4c(cc3c(=O)n2CCCCCC(=O)NCCc2ccc(OC)c(OC)c2)OCO4)cc1
  -3, -0.1, 7, 1.2
COc1ccccc1NC(=S)N(CCCN1CCOCC1)C1CCN(C(C)=O)CC1
  4, 0.1, 12, 0.5
Cn1c(=O)c2c(SCC(=O)Nc3nccs3)nc(-c3ccccc3)nc2n(C)c1=O
  11, -0.1, 3, 0.9
O=S(=O)(c1ccc(-c2ccccc2)cc1)N1CCSC1c1ccc(Cl)cc1 (stereo not given)
  4, -0.1, -5, 0.2
CCc1c(C(=O)NCCN(C)C)csc1C
  24, 0.0, 1, 1.3
CC(C(=O)Nc1ccccc1Cl)N(c1ccccc1)S(C)(=O)=O (stereo not given)
  -2, -0.1, 13, 0.8
CC1=CC(=O)C(N(CCO)CCO)=CC1=O
  9, 0.1, 3, -0.1
COc1ccc(NC(=O)CN2C(=O)/C(=C3\SC(N4CCOCC4)=NC3=O)c3ccccc32)cc1
  3, 0.0, 9, 0.4
CCc1ccc2c(c1)C1(NN=C(c3ccccc3)S1)C(=O)N2 (stereo not given)
  7, -0.1, -17, -2.0
Cc1occc1C(=O)OCC(=O)Nc1ccc(F)cc1
  1, -0.1, -29, 0.1
Cc1nnc(SCC(=O)NC23CC4CC(CC(C4)C2)C3)s1
  40, 0.1, -13, 0.9
CCOC(=O)c1cnc2c(C)cc(C)cc2c1Nc1ccc(Br)cc1
  -10, -0.3, 1, 1.5
CCOCCCNC(=O)C1CCCN(C(=O)c2cc3sccc3n2CC)C1 (stereo not given)
  11, 0.2, 9, 0.6
N=c1oc2ccc([N+](=O)[O-])cc2cc1C(=O)NCc1ccccc1
  5, -0.1, 7, 0.8
Cc1cccc(OCCCC(=O)Nc2nnc(C3CCCO3)s2)c1C (stereo not given)
  3, -0.2, 0, 0.3
Clc1cccc(-c2n[nH]c3c2CNCC3)c1
  -11, -0.1, 7, 0.3
CCOC(=O)CNC(=O)CSc1nnc2c3c4c(sc3nc(CC)n12)CC(C)CC4 (stereo not given)
  -7, 0.0, 4, -1.0
CN1C(=O)N(CC(=O)NC2CCCC2)c2cccnc2N1C
  -11, -0.1, 2, 0.9
CC(C)NS(=O)(=O)c1ccc(Nc2nccc(-c3ccccc3)n2)cc1
  17, 0.2, 0, 1.3
CCn1c(=O)cc(SCC(=O)N2CCN(c3cccc(Cl)c3)CC2)c2ccccc21
  0, 0.0, 10, 0.0
CCOC(=O)c1sc(NC(=O)c2ccccc2F)nc1C
  18, 0.0, -63, -9.2
COc1ccc(NC(=O)c2cccc(OCc3cccc(Cl)c3)c2)cc1
  -14, 0.0, -9, -8.6
O=C1CSC(c2cccc(Br)c2)N1c1cc(Cl)cc(Cl)c1 (stereo not given)
  5, 0.2, -16, 0.0
O=C(NCC(c1ccco1)S(=O)(=O)c1cccs1)c1cccc([N+](=O)[O-])c1 (stereo not given)
  -5, 0.4, -2, -1.6
CCS(=O)(=O)N1CCN(S(=O)(=O)c2ccc(C)cc2)CC1
  -6, -0.1, 11, 2.9
CCc1ccc(S(=O)(=O)Nc2cc3c(C(C)=O)c(C)oc3c3ccccc23)cc1
  7, 0.5, 56*, 0.6
CCOC(=O)c1ccc(Nc2nc(C)nc3c2nnn3Cc2ccccc2)cc1
  2, 0.2, 2, 0.6
COc1ccc(OC)c(/C=C2\C(=O)N(c3ccc(S(N)(=O)=O)cc3)N=C2C)c1
  4, -0.1, -3, 2.9
COc1ccc(C2=NN(C(=O)CSc3nncs3)C(c3ccco3)C2)cc1 (stereo not given)
  -12, -0.1, -8, -2.3
CCOC(=O)N1CCN(C(=S)Nc2ccccc2Br)CC1
  2, -0.1, -13, -1.5
CC(C)CNc1c(N)n(CC(C)C)c(=O)[nH]c1=O
  -10, -0.1, -5, 0.2
Cc1cc(NS(=O)(=O)c2ccc(NC(=O)c3ccc(C(C)(C)C)cc3)cc2)no1
  -7, -0.2, -19, -0.8
CCOC(=O)C1=C(C)N=c2s/c(=C\c3ccc4c(c3)n(C)c(=O)n4C)c(=O)n2C1c1ccc(N(C)C)cc1 (stereo not given)
  10, -0.1, -4, 1.5
O=C(CN1C(=O)c2ccc([N+](=O)[O-])cc2C1=O)OCC(=O)c1ccc(Br)cc1
  7, -0.1, 9, -0.3
O=[N+]([O-])c1ccc(OS(=O)(=O)CCc2ccccc2)cc1
  6, -0.1, 8, -0.6
CCn1c(=N)n(CC(=O)c2ccco2)c2ccccc21
  -4, -0.1, 7, -0.9
c1nc(NC2CC2)c2c3c(sc2n1)CCCCC3
  10, -0.1, -4, -1.0
CCn1c(SCC(=O)Nc2ccc(OC)c(Cl)c2)nnc1-c1ccccc1O
  -15, 0.3, 16, -0.6
Cc1cc2c(cc1S(=O)(=O)CCC(=O)Nc1cc(F)ccc1F)OCC(=O)N2
  7, -0.2, 5, 1.5
O=C(N/C(=C\c1ccc(Cl)cc1)C(=O)N1CCCCC1)c1ccc([N+](=O)[O-])cc1
  -9, 0.0, 7, -0.2
CCOC(=O)c1c(-c2ccccc2)csc1NC(O)(C(=O)OC)C(F)(F)F (stereo not given)
  1, -0.1, -8, 1.7
O=C(c1ccc2c(=O)n(-c3ccc(F)cc3)c(=S)[nH]c2c1)N1CCN(c2ccccc2)CC1
  -11, -0.1, -7, 2.0
COC(=O)C1=C(C)NC2=C(C(=O)CC(C)(C)C2)C1c1coc2ccccc2c1=O (stereo not given)
  13, 0.7, 9, -0.3
N#CC1=C(N)N(N2CCOCC2)C2=C(C(=O)CC(c3ccccc3)C2)C1c1ccc(Br)cc1 (stereo not given)
  -5, -0.2, -16, -0.4
Cc1ccc(S(=O)(=O)NCCCN2CCN(c3ccccc3)CC2)s1
  -5, -0.2, 1, 0.1
Cc1c(C#N)c2ccccc2n1CC(=O)NC(C)c1ccccc1 (stereo not given)
  -13, -0.1, -9, -1.9
CC(=O)Nc1ccccc1OCC(=O)Nc1ccc(C#N)cc1
  0, -0.1, 17, 0.4
C=CCc1ccccc1OCC(O)Cn1c(C)nc2ccccc21 (stereo not given)
  3, -0.1, 40*, 3.9
NNC(=O)c1ccc(CSc2nc3ccccc3s2)cc1
  -11, -0.2, -11, -4.6
CCN1C(=O)/C(=C/c2cc(C)n(C3CCCCC3)c2C)C(=O)NC1=S
  0, 0.0, 3, -0.1
CSc1ncccc1C(=O)NCC(O)c1ccc(C)o1 (stereo not given)
  -3, -0.1, -7, -0.9
CC(C)n1c(N2CCN(Cc3ccc4c(c3)OCO4)CC2)nc2c(NCCN3CCOCC3)ncnc21
  6, 0.0, 4, 0.4
Cc1cccc2c1-c1sc(C(=O)NCc3ccco3)cc1CO2
  3, 0.3, 4, 0.0
NC(C(=O)O)c1ccccc1C(F)(F)F (stereo not given)
  0, -0.1, -2, -0.9
O=C(N1CCOCC1)N1CCC(n2nnc3ccccc32)CC1
  13, -0.1, 7, -1.0
Cc1ccc(Cl)cc1NC(=O)CSc1nnc2ncccn12
  15, 0.2, -3, -0.4
Cc1cc(C)c(NC(=O)Cn2nnc(C(=O)O)c2C(=O)O)c(C)c1
  13, 0.6, -2, 1.3
CCCN(CCC)C(=O)C1CCC(CNS(=O)(=O)c2cccc3nsnc23)CC1 (stereo not given)
  -29, 0.3, -5, 1.5
CC(C)(C)OC(=O)NC(C(=O)NCc1nc(-c2ccncc2)n[nH]1)c1ccc(Br)cc1 (stereo not given)
  13, 0.0, 2, -0.7
Cc1cc(=O)oc2c1c(C)nn2-c1cccc(C(=O)O)c1
  6, 0.0, -5, 0.9
CCCCOc1ccc(/C(O)=C(\C#N)c2nc3ccccc3n2C)cc1
  -14, -0.4, 2, -0.5
Cc1csc(SCC(=O)NC2CCCc3ccccc32)n1 (stereo not given)
  -1, 0.2, 4, 0.6

Random excerpt: two compounds from above, in no set order.
Under each structure: MITF inh, FBW7 act, TEAD-YAP block, GPR151 activ
Cc1csc(SCC(=O)NC2CCCc3ccccc32)n1 (stereo not given)
  -1, 0.2, 4, 0.6
CC(C)n1c(N2CCN(Cc3ccc4c(c3)OCO4)CC2)nc2c(NCCN3CCOCC3)ncnc21
  6, 0.0, 4, 0.4

High-throughput results deposited in PubChem by The Scripps Research Institute Molecular Screening Center.
